# Bioassay records: PubChem BioAssay, National Center for Advancing Translational Sciences (NCATS)
# ATXN2 expr inh: inhibitors of ATXN2 expression; Potency, µM (top dose mostly 57 µM), without a hit: top-dose activity change, negative = inhibition, most hits filed as inhibitors; AID 1745845; HEK-293 ATXN2-luciferase reporter, luminescence, 24 h; 0.72% of 360,000 active; also: potency is read from the fitted curve at half-maximal effect; % is scaled to controls: 0 for no effect and ±100 for the full control effect; nearly all actives have a fitted effect of over 55% in size
#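 ATXN2-luciferase reporter cells (luciferase flanked by upstream and downstream ATXN2 gene portions) were treated 24 h at 37 °C with compounds at up to 57 uM. SteadyGlo luminescence gave expression; GF-AFC fluorescence gave viability.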
# ATXN viability: cell viability loss in ATXN counter-screen; Potency, µM (doses to about 56.7 µM), hits mostly cytotoxic; 0.49% of 400,000 active; S2 cells (HEK-293 line with an ATXN2-luciferase reporter) viability, CellTiter-Fluor protease fluorescence, 24 h; AID 651635; also: potency is read from the fitted curve at half-maximal effect; nearly all actives have a fitted effect of over 40% in size
# MCF10A rereplic: DNA re-replication induction in MCF 10a cells. MCF 10A DNA re-replication, Hoechst nuclear intensity, 48 h. Potency, µM (series often up to 46.1 µM), without a hit: at the top dose activity, positive = re-replication, most hits filed as activators. 2.9% of 350,000 active; also: potency is read from the fitted curve at half-maximal effect; % of control where 0% means no effect; nearly all actives have a fitted effect of over 50% in size
# HT1080 IDH1KD tx: HT-1080 IDH1 knockdown cell toxicity (counter line); HT-1080 IDH1 knockdown viability, ATP luminescence, 48 h; Potency, µM (highest dose often 46.1 µM), without a hit: at the highest dose activity, negative = toxicity, usual class: cytotoxic; 2% of 360,000 active;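 also: potency is read from the fitted curve at half-maximal effect; 0% = DMSO wells and -100% = cell-free medium wells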
#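 Assay cells: HT-1080 with IDH1 knockdown, 750 per well, RPMI/5% FBS. Exposure: 48 h at 37 °C following 2 h pre-incubation. Read: CellTiter-Glo luminescence; fitted concentration-response, curve class assigned.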
# IL1B secr inh: inflammasome signaling inhibition, IL-1 beta readout; THP-1 LPS/ATP IL-1B secretion, AlphaLISA, 16 h; stronger effect = lower value; activity change, % at 57.5 µM; 4.7% of 360,000 active; in the data active = activity change below about -50%; inconclusive = mostly about -30% to -49%; also: % is scaled to controls: 0 for no effect and ±100 for the full control effect
#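 THP-1 cells pretreated 1 hr with compounds (up to 57.5 uM final), then stimulated with LPS (250 ng/mL final) plus ATP (1.25 mM final); secreted IL-1B measured by AlphaLISA after 16 hr, decreased signal indicating inhibition.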
# SW480 rerep: DNA re-replication induction in SW480 cells | Potency, µM (doses to about 46.1 µM), inactives show at the highest dose re-replication activation, usual class: activators | 1.8% of 340,000 active | SW480 DNA re-replication, Hoechst DNA content imaging, 48 h; also: potency is read from the fitted curve at half-maximal effect; % of control where 0% means no effect; nearly all actives have a fitted effect of over 55% in size
#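 Readout is total intensity of Hoechst-stained nuclei, excited at 405 nm and collected at 500-530 nm. Compound treatment lasted 48 hr at 37 C in 5% CO2 before staining.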
# KB-V1 cytotox: kills drug-selected multidrug resistant KB-V1 cells. KB-V1 MDR cells viability, CellTiter-Glo, 72 h. Potency, µM (titrated, usually from 46.1 µM), without a hit: at the top dose activity change, negative = cytotoxicity, usual class: cytotoxic. 3.4% of 400,000 active. AID 1347076; also: potency is read from the fitted curve at half-maximal effect; % is scaled to controls: 0 for no effect and ±100 for the full control effect; nearly all actives have a fitted effect of over 60% in size
#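 Cytotoxicity toward P-gp-expressing KB-V1 cells was determined as loss of CellTiter-Glo luminescence after 72 h at 37 degrees C. Compounds were tested in quantitative HTS format across a concentration range, with curves fitted to normalized data.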
# KB-3-1 cytotox: kills parental KB-3-1 adenocarcinoma cells; KB-3-1 viability, CellTiter-Glo ATP luminescence, 72 h; Potency, µM (doses to about 46.1 µM), for inactives: top-dose activity change, negative = cytotoxic, hits mostly cytotoxic; 1.4% of 400,000 active; AID 1347075; also: potency is read from the fitted curve at half-maximal effect; % is scaled to controls: 0 for no effect and ±100 for the full control effect; nearly all actives have a fitted effect of over 60% in size
#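 KB-3-1 cells, DMEM (no phenol red) + 10% FBS; compound by pin transfer, 72 h, 37 °C. Readout: CellTiter-Glo luminescence after 10 min. Data normalized, curve-fitted.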
# HT1080-NT tox: kills 2HG-producing HT-1080-NT fibrosarcoma cells; 1.6% of 360,000 active; Potency, µM (doses to about 46.1 µM), for inactives: at the highest dose activity, negative = less viability, actives largely listed as cytotoxic; HT-1080-NT fibrosarcoma viability, CellTiter-Glo ATP luminescence, 48 h; AID 686970;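 also: NT is the 2HG producing partner of a matched IDH1 knockdown line; potency is read from the fitted curve at half-maximal effect; 0% = DMSO-treated cells and -100% = media-only wells without cells; nearly all actives have a fitted effect of over 55% in size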
#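 Read-out is CellTiter-Glo luminescence after 10 minutes at room temperature, following 48 hours' compound treatment of HT-1080-NT cells (750 cells/well, RPMI, 5% FBS, 37 degrees C).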
# Active calls of the source: *; i = inactive; ? = inconclusive; / = not tested or not shown; [ ] = dose if it differs, or a comment. Unless noted, calls follow the shape of the dose curve; as a rule, active = well fitted curve in the direction sought with a large enough effect; inconclusive = small, poorly fitted or top-dose-only effect, or another doubt; inactive = no such curve, though single readings can be large; an effect the other way counts as inactive or inconclusive. Hits appear at their usual frequency; about 11% have a hit in one of these screens.
SMILES,ATXN2 expr inh,ATXN viability,MCF10A rereplic,HT1080 IDH1KD tx,IL1B secr inh,SW480 rerep,KB-V1 cytotox,KB-3-1 cytotox,HT1080-NT tox
O=C(COC(=O)/C=C/c1ccc(Cl)cc1)NCCC1=CCCCC1,-4.3%,i,9.3%,14.3%,13.4,?,12.3%,17.6%,16.9%
CC12CCC(=O)N1C(C(=O)NNC(=O)c1ccccc1F)CS2 (stereo unspecified),-8.3%,i,3.5%,3.6%,6.1,?,-11.4%,3.0%,0.0%
CC(=O)c1cccc(NC(=O)CN(C2CCCCC2)S(C)(=O)=O)c1,1.4%,i,10.3%,9.7%,0.0,0.8%,-13.6%,11.2%,-0.2%
CC(C(=O)O)N1C(=O)/C(=C/c2cccn2C)SC1=S (stereo unspecified),-1.4%,i,-3.7%,15.3%,6.7,-7.4%,-0.2%,6.5%,21.5%
Cc1cccc(OCC(=O)NCC(=O)N=Nc2c(O)[nH]c3ccc([N+](=O)[O-])cc23)c1,-10.3%,i,-21.8%,-13.0%,40.4,-11.0%,-9.0%,-0.1%,-13.0%
COc1cccc(CNC(=O)c2cccnc2Sc2ccccc2)c1,0.1%,i,-4.6%,-0.3%,?,28.5%,?,-2.2%,9.3%
Nc1nnc(CC(=O)N/N=C/c2ccc([N+](=O)[O-])cc2)s1,-3.6%,i,-1.6%,9.3%,-24.4,-12.0%,16.1%,5.0%,7.4%
CC(C)c1ccc(NC2CCCN(C(=O)CCN3CCCCO3)C2)cc1 (stereo unspecified),-3.9%,i,4.2%,-1.5%,11.0,-0.7%,/,/,1.3%
COC(=O)c1c(C(=O)OC)c(-c2ccc(OC)cc2)n2c1CS(=O)(=O)C2,1.2%,i,-0.3%,0.6%,19.6,-28.5%,-9.2%,-0.2%,7.5%
Cc1cccc(N2CN=c3s/c(=C\c4ccncc4)c(=O)n3C2)c1,5.9%,i,-4.8%,10.1%,13.1,-0.6%,0.0%,1.8%,16.1%
Cc1ccc(NS(=O)(=O)c2ccc(NC(=O)c3ccccc3C(=O)O)cc2)cc1C,/,i,0.5%,0.3%,8.7,-18.2%,7.7%,1.2%,0.0%
CN(C(=O)CN1C(=O)C2C3CC(C(Br)C3Br)C2C1=O)C1CCCCC1 (stereo unspecified),7.9%,i,10.5%,-21.9%,33.9,-4.8%,-25.6%,11.2%,-10.1%
CN(C)C(CNC(=O)c1ccc(OCc2cn3ccccc3n2)cc1)c1ccco1 (stereo unspecified),7.3%,i,9.6%,-0.1%,3.6,-7.5%,-3.0%,23.9%,-3.3%[9.24 µM]
OCCNc1nc(Nc2ccccc2C(F)(F)F)nc(N2CCCC2)n1,2.5%,?,?,/,/,-42.1%[inhibitor],8.7%,0.0%,/
O=C(O)CC(Cc1ccccc1)c1ccc2c(c1)OCO2 (stereo unspecified),-2.8%,i,17.5%,-12.8%,18.3,-7.7%,?,?,-9.8%
O=C(CN(Cc1ccco1)C(=O)c1ccccc1)Nc1ccc(Cl)c(Cl)c1,-15.1%,?,?,?,?,?,?,-11.2%,?
CCN(CC)S(=O)(=O)c1cccc(C(=O)N/N=C/c2ccccc2OCC(=O)O)c1,0.7%,i,-27.4%,8.6%,6.6,3.6%,1.6%,8.4%,13.3%
CC(=O)C1=C(C)Nc2ncnn2C1c1ccc(Cl)cc1 (stereo unspecified),0.7%,i,3.0%,25.0%,-0.7,-3.0%,-1.4%,0.5%,20.7%
CCOc1cc(NC(=O)C2CCCO2)c(OCC)cc1NC(C)=O (stereo unspecified),-4.9%,i,0.4%,-2.7%,12.1,-9.5%,-0.2%,13.6%,7.7%
CCN(CC)C(=O)CCn1nc(-c2ccc(C)cc2)c2ccccc2c1=O,4.8%,i,-8.8%,-12.1%,-2.9,-5.4%,-15.5%,-16.0%,1.2%
CC(=O)Nc1ccccc1NC(=O)C(F)(F)F,-3.7%,?,-5.3%,1.9%,-7.1,-5.5%,6.8%,-6.2%,7.2%
CCN(CC)CCN1CNC(=S)N(c2ccccc2OC)C1,-19.8%,i,-18.9%,0.8%,/,-8.1%,0.3%,-4.6%,-1.3%
Cc1ccc(C(=O)N2CCC2(C)C(=O)NC(C)C)cc1 (stereo unspecified),2.5%,i,/,12.3%,-5.4,/,-3.5%,10.6%,9.8%
CCOC(=O)c1cnc2c(CC)cccc2c1NCCCN1CCOCC1,/,?,-0.9%,2.7%,-16.2,-2.7%,1.3%,1.1%,-1.4%
CC1CN(C(=O)COC(=O)c2cccc(S(=O)(=O)N3CCc4ccccc43)c2)CC(C)O1 (stereo unspecified),-4.4%,i,?,-7.1%,15.0,1.8%,-6.0%,17.5%,-13.5%

# Next results follow:
SMILES,ATXN2 expr inh,ATXN viability,MCF10A rereplic,HT1080 IDH1KD tx,IL1B secr inh,SW480 rerep,KB-V1 cytotox,KB-3-1 cytotox,HT1080-NT tox
O=C(Nc1nc(-c2ccc(F)cc2)cs1)c1cccnc1,-4.5%,i,2.8%,1.7%,8.0,-2.0%,?,-7.8%,17.2%
Cc1ccc(CNS(=O)(=O)c2cc3[nH]c(=O)c(=O)[nH]c3cc2C)cc1,15.4%,?,/,/,/,/,?,2.5%,/
Cc1ccccc1NC(=O)Cn1nnc2sc3c(c2c1=O)CC(C)(C)OC3,-5.7%,i,3.8%,-1.0%,9.4,1.9%,-26.0%,16.8%,-11.2%
COc1ccccc1NC(=O)CCC(=O)OCC(=O)c1ccc(C)c([N+](=O)[O-])c1,16.0%,i,0.9%,9.9%,15.2,0.6%,0.0%,2.9%,14.2%
Cc1nn(C(=O)c2c(F)cccc2F)c(C)c1S(=O)(=O)N1CCOCC1,8.3%,i,/,/,/,/,0.0%,4.0%,/
CCc1cc(=O)oc2cc3oc(C)c(C)c3cc12,9.7%,i,11.2%,13.0%,-7.9,0.4%,?,-2.1%,16.4%
O=C1OCCC1=COCCCCOC=C1CCOC1=O,/,i,/,3.5%,2.8,/,21.3%,-0.5%,1.2%
CCCCn1c(-c2ccc(OC(F)F)cc2)nc2c1c(=O)[nH]c(=O)n2CC(C)C,-14.1%,i,4.0%,2.9%,30.9,-4.8%,?,-18.0%,7.1%
CCC(=O)N(CCc1ccccc1)Cc1cc2ccc(OC)cc2[nH]c1=O,/,i,-2.6%,-3.1%,-2.8,3.3%,0.0%,-7.1%,-3.8%
CCn1nnnc1SCC(=O)Nc1cccc(NC(C)=O)c1,-6.0%,i,-1.1%,9.7%,0.0,-0.7%,-1.0%,0.6%,-6.5%
COCCNCc1ccc(C(C)C)cc1,/,i,1.1%,-0.5%,10.0,-0.7%,7.6%,4.0%,-1.2%
CCCCC(=O)N(C)c1c(CC)nc2c(OCCOC)cccn12,9.0%,i,/,28.6%,-2.5,/,-6.3%,-0.1%,22.1%
Cn1c(=O)c2[nH]c(-c3ccc(S(=O)(=O)O)cc3)nc2n(C)c1=O,-0.5%,i,1.4%,14.6%,-9.4,?,12.3%,0.0%,?
S=c1[nH]nc(C2CCCCC2)n1/N=C/c1ccc(Cl)cc1,-5.8%,i,?,-5.8%,-9.9,?,-11.6%,-3.4%,-2.0%
O=C(CSc1ncc(CO)n1Cc1ccccc1)Nc1nc2ccccc2s1,-22.7%,i,/,/,/,/,-4.0%,-5.2%,/
Cn1ncc(S(=O)(=O)Cc2ccccc2)c(Cl)c1=O,-2.9%,i,?,-12.9%,/,6.2%,-2.7%,1.6%,6.6%
CC1(OC(=O)c2cccs2)C(=O)C=C2C=C(C3CC3)OC=C2C1=O (stereo unspecified),2.7%,i,-27.1%,7.0%,14.6,-1.5%,2.7%,13.5%,7.8%
CC1CCCN(C(=O)CSc2nnc(-c3ccc(S(=O)(=O)N4CCOCC4)cc3)n2C)C1 (stereo unspecified),-4.7%,i,0.9%,-2.4%,29.0,?,-5.0%,4.3%,5.3%
CCC1(CC)NC(=O)N(CC(=O)OCC(=O)Nc2ccc(F)c(F)c2F)C1=O,0.3%,i,-0.5%,11.7%,4.9,-8.8%,18.9%,10.6%,3.0%
CCn1c(=O)c(CCC(=O)NCC2CCCO2)c(C)c2c(C)nn(-c3ccc(C)cc3)c21 (stereo unspecified),-22.3%,i,-18.2%,-0.1%,33.4,-11.9%,-5.2%,-2.9%,-0.4%

# Structural class: those above with fluorine.
SMILES,ATXN2 expr inh,ATXN viability,MCF10A rereplic,HT1080 IDH1KD tx,IL1B secr inh,SW480 rerep,KB-V1 cytotox,KB-3-1 cytotox,HT1080-NT tox
CC12CCC(=O)N1C(C(=O)NNC(=O)c1ccccc1F)CS2 (stereo unspecified),-8.3%,i,3.5%,3.6%,6.1,?,-11.4%,3.0%,0.0%
OCCNc1nc(Nc2ccccc2C(F)(F)F)nc(N2CCCC2)n1,2.5%,?,?,/,/,-42.1%[inhibitor],8.7%,0.0%,/
CC(=O)Nc1ccccc1NC(=O)C(F)(F)F,-3.7%,?,-5.3%,1.9%,-7.1,-5.5%,6.8%,-6.2%,7.2%
O=C(Nc1nc(-c2ccc(F)cc2)cs1)c1cccnc1,-4.5%,i,2.8%,1.7%,8.0,-2.0%,?,-7.8%,17.2%
Cc1nn(C(=O)c2c(F)cccc2F)c(C)c1S(=O)(=O)N1CCOCC1,8.3%,i,/,/,/,/,0.0%,4.0%,/
CCCCn1c(-c2ccc(OC(F)F)cc2)nc2c1c(=O)[nH]c(=O)n2CC(C)C,-14.1%,i,4.0%,2.9%,30.9,-4.8%,?,-18.0%,7.1%
CCC1(CC)NC(=O)N(CC(=O)OCC(=O)Nc2ccc(F)c(F)c2F)C1=O,0.3%,i,-0.5%,11.7%,4.9,-8.8%,18.9%,10.6%,3.0%
